Bioassay records deposited in PubChem BioAssay by Broad Institute.
STK33 kin inh = STK33 kinase inhibitors, primary screen, biochemical, luminescence, ADP-Glo, MBP substrate; Serine/threonine-protein kinase 33 (Homo sapiens), Q9BYT3; actives 0.44% (n = 27,000); inhibition, % at 12.5 µM; in the data active means inhibition above about 20%; inconclusive means no clear call, values can overlap the other calls
Target sequence (Q9BYT3 whole entry, looked up): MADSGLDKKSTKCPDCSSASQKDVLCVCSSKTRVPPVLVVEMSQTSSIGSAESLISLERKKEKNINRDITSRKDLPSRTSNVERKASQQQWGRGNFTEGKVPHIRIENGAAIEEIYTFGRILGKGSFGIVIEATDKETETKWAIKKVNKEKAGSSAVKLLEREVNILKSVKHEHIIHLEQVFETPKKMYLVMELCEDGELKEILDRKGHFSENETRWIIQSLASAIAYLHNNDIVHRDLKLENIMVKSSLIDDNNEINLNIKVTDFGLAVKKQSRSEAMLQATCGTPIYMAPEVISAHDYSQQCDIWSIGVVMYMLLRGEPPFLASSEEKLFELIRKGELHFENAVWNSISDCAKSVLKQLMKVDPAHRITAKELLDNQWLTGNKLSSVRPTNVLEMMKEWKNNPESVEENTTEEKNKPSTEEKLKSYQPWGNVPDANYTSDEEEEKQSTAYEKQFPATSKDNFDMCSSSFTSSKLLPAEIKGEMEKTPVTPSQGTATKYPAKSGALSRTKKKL
p53 PUMA act = mutant p53 pathway re-activators, primary screen, cell-based, SW480, luciferase, single point, HTS; SW480 PUMA-promoter luciferase, p53 mutant reactivation; activation, % at 9.98 µM; actives 1.5% (n = 28,000); AID 624151, 2012; in the data active means activation above about 52%; inconclusive means no clear call, values can overlap the other calls
An asterisk follows results filed as active; ? = inconclusive; . = no result given; & = joins results of further samples.

cpd	Structure	STK33 kin inh	p53 PUMA act
1	COc1ccc(S(=O)(=O)N(C)C[C@H]2OCCCC[C@H](C)Oc3ccc(NC(=O)Nc4ccc(C(F)(F)F)cc4)cc3C(=O)N([C@@H](C)CO)C[C@H]2C)cc1	.	-7
2	C[C@@H]1CN([C@@H](C)CO)C(=O)c2cc(-c3cncnc3)cnc2O[C@@H]1CN(C)C(=O)Cc1cccnc1	.	10
3	C/C=C/c1ccc2c(c1)O[C@@H](CN(C)C(=O)Cc1ccccc1)[C@@H](C)CN([C@@H](C)CO)S2(=O)=O	.	-8
4	C[C@@H]1CCCCO[C@@H](CN(C)S(=O)(=O)c2ccccc2)[C@H](C)CN([C@H](C)CO)C(=O)c2cc(N(C)C)ccc2O1	.	-21
5	COc1ccc(NC(=O)Cn2cnc3sc4c(c3c2=O)CCC(C)C4)c([N+](=O)[O-])c1 (configuration not stated)	-1	8
6	C[C@H]1CCCCO[C@H](CN(C)C(=O)c2ccncc2)[C@@H](C)CN([C@@H](C)CO)C(=O)c2cc(NC(=O)CCC(F)(F)F)ccc2O1	.	6
7	COC(=O)c1ccc(NC(=O)CSc2nnc(-c3ccccc3)n2-c2ccccc2)cc1	6	-4
8	C[C@@H]1CCCCO[C@H](CN(C)C(=O)Nc2ccc(F)cc2)[C@@H](C)CN([C@H](C)CO)C(=O)c2cc(NS(=O)(=O)c3ccccc3)ccc2O1	-2	8
9	CCOc1ccccc1NC(=O)CSc1nc(N)cc(=O)[nH]1	2	-5
10	Cc1cc(C(=O)O)ccc1NC(=O)CNC(=O)C1CCCCC1	0	-9
11	CC(C)NC(=O)Nc1ccc2c(c1)CC(=O)N([C@@H](C)CO)C[C@@H](C)[C@@H](CN(C)S(=O)(=O)c1cn(C)cn1)O2	5	.
12	CC(C)NCC(O)c1ccc(NS(C)(=O)=O)cc1 (configuration not stated)	0	12

Compounds shown so far containing an aryl methoxy group (two):
cpd	Structure	STK33 kin inh	p53 PUMA act
1	COc1ccc(S(=O)(=O)N(C)C[C@H]2OCCCC[C@H](C)Oc3ccc(NC(=O)Nc4ccc(C(F)(F)F)cc4)cc3C(=O)N([C@@H](C)CO)C[C@H]2C)cc1	.	-7
5	COc1ccc(NC(=O)Cn2cnc3sc4c(c3c2=O)CCC(C)C4)c([N+](=O)[O-])c1 (configuration not stated)	-1	8

Next structures follow:
cpd	Structure	STK33 kin inh	p53 PUMA act
13	C[C@@H]1CN([C@H](C)CO)C(=O)c2cc(NS(=O)(=O)c3cn(C)cn3)ccc2O[C@@H]1CN(C)C(=O)Nc1ccc2c(c1)OCO2	.	2
14	C[C@@H]1CN([C@H](C)CO)C(=O)Cc2cc(NC(=O)NC3CCCCC3)ccc2O[C@@H]1CN(C)Cc1ccc(C(F)(F)F)cc1	-1	.
15	C[C@@H]1CCCCO[C@H](CN(C)Cc2ccc(Cl)c(Cl)c2)[C@@H](C)CN([C@H](C)CO)C(=O)c2cc(NC(=O)Nc3ccccc3)ccc2O1	3	.
16	Cc1nc2cc(NC(=O)NCc3ccco3)ccc2n1C	0	?
17	CCc1ccccc1NC(=O)CSc1nnc(-c2cc3ccccc3cc2O)n1C	-2	5
18	Cc1sc2ncnc(SCC(=O)Nc3cc(C(F)(F)F)ccc3Cl)c2c1C	0	-9
19	C[C@@H]1CN([C@@H](C)CO)C(=O)CCCn2cc(nn2)CO[C@H]1CN(C)C(=O)CCCN(C)C	0	15
20	O=C(CSc1nnc(-c2ccc(Br)cc2)o1)Nc1cccc(C(=O)O)c1	-2	-85
21	O=C(c1ccc2nsnc2c1)N(Cc1ccccn1)Cc1ccccn1	.	-13
22	C=CC[C@]1(C(=O)OC)N=C(c2ccc(OCCCO)cc2)O[C@H]1c1ccccc1CN=[N+]=[N-]	3	.
23	C[C@H]1CN([C@@H](C)CO)C(=O)c2cc(NC(=O)Nc3ccc4c(c3)OCO4)ccc2O[C@@H]1CN(C)Cc1ccc(Oc2ccccc2)cc1	-1	.
24	C[C@@H]1CN([C@H](C)CO)C(=O)Cc2cc(NS(=O)(=O)c3cccs3)ccc2O[C@@H]1CN(C)C(=O)Nc1cccc2ccccc12	4	-2
25	C[C@H]1CN([C@@H](C)CO)C(=O)c2cc(NC(=O)Nc3ccc4c(c3)OCO4)ccc2O[C@H]1CN(C)Cc1ccncc1	2	-52
26	CC(C)=CCc1cc(O[C@@H]2O[C@H](CO)[C@@H](O)[C@H](O)[C@H]2O)cc(CC=C(C)C)c1C(O)C(=O)O (some centres not stated)	-3	.
27	NC(=S)Cc1c(Cl)sc2ccc(Cl)cc12	.	1
28	COc1ccc(S(=O)(=O)Nc2ccc3c(c2)CC(=O)N([C@@H](C)CO)C[C@H](C)[C@H](CN(C)Cc2ccc(Cl)c(Cl)c2)O3)cc1	1	.
29	O=C(CSc1nnc(-c2ccncc2)n1-c1ccccc1)c1ccc(Br)cc1	-3	5
30	COc1ccc(NC(=O)N(C)C[C@H]2Oc3ccc(NC(=O)NC4CCCCC4)cc3CC(=O)N([C@@H](C)CO)C[C@H]2C)cc1	1	.
31	Cc1ccc(NC(=O)CSc2nc(C)cc(-c3ccccc3)n2)cc1	1	11
32	C[C@@H]1CN([C@@H](C)CO)C(=O)Cc2cc(NC(=O)NC3CCCCC3)ccc2O[C@H]1CN(C)C(=O)Nc1ccc(C(F)(F)F)cc1	.	-10
33	O=C(COc1ccc(Br)cc1)Nc1cccc(NC(=O)c2ccc(Cl)cc2Cl)c1	3	19
34	CN(CC(=O)Nc1cccnc1)S(=O)(=O)c1ccccc1	2	-14
35	C[C@H]1CN([C@@H](C)CO)C(=O)c2cccc(NC(=O)Nc3ccc(F)cc3)c2O[C@@H]1CN(C)C(=O)NC1CCCCC1	.	-3
36	CC1(C)Cc2c(sc3nc(SCC(=O)c4ccc(Cl)cc4)nc(N)c23)CS1	0	-18

From no. 35 up to 36, as listed above:
cpd	Structure	STK33 kin inh	p53 PUMA act
35	C[C@H]1CN([C@@H](C)CO)C(=O)c2cccc(NC(=O)Nc3ccc(F)cc3)c2O[C@@H]1CN(C)C(=O)NC1CCCCC1	.	-3
36	CC1(C)Cc2c(sc3nc(SCC(=O)c4ccc(Cl)cc4)nc(N)c23)CS1	0	-18

Continuation:
cpd	Structure	STK33 kin inh	p53 PUMA act
37	COc1ccc(OCC(=O)Nc2cc(-c3nc4ccccc4o3)ccc2C)cc1	3	-36
38	C[C@@H]1CN([C@H](C)CO)C(=O)CCCn2nncc2CO[C@@H]1CN(C)C(=O)c1cc(-c2ccccc2)on1	-3	18
39	C[C@@H]1CN([C@H](C)CO)C(=O)c2cccc(NC(=O)C3CCOCC3)c2O[C@H]1CN(C)CC1CC1	.	9
40	CN1c2ccccc2Oc2nnc(N3CCN(c4ccccc4)CC3)cc21	.	95*
41	Cc1ccc(S(=O)(=O)Nc2ccc3c(c2)C(=O)N([C@@H](C)CO)C[C@H](C)[C@H](CN(C)C(=O)Nc2c(C)noc2C)O3)cc1	0	.
42	O=C(C[C@@H]1C[C@@H]2c3cc(NC(=O)Nc4ccc(C(F)(F)F)cc4)ccc3O[C@@H]2[C@@H](CO)O1)NCc1cc(F)ccc1F	.	13
43	CNC[C@H]1OCCCC[C@@H](C)Oc2ccc(N)cc2C(=O)N([C@@H](C)CO)C[C@@H]1C	.	1
44	Cc1noc(C)c1S(=O)(=O)N(C)C[C@H]1Oc2ccc(NC(=O)CCCN(C)C)cc2C(=O)N([C@H](C)CO)C[C@H]1C	.	-3
45	C[C@H]1CN([C@@H](C)CO)C(=O)Cc2cc(NC(=O)CCN3CCOCC3)ccc2O[C@@H]1CN(C)S(=O)(=O)c1cccs1	-3	11
46	COc1cccc(-c2ccc3c(c2)O[C@@H](CN(C)Cc2cncnc2)[C@H](C)CN([C@@H](C)CO)S3(=O)=O)c1	.	-16
47	C[C@H]1CN([C@@H](C)CO)C(=O)Cc2cc(NC(=O)C3CCCCC3)ccc2O[C@H]1CN(C)S(=O)(=O)c1ccc(Cl)cc1	-3	.
48	CC(C)CC#Cc1cnc2c(c1)C(=O)N([C@H](C)CO)C[C@@H](C)[C@@H](CN(C)C(=O)c1ccccc1F)O2	.	3
49	Cc1c2oc3c(C)ccc(C(=O)NC4C(=O)NC(C(C)C)C(=O)N5CCCC5C(=O)N(C)CC(=O)N(C)C(C(C)C)C(=O)OC4C)c3nc-2c(C(=O)NC2C(=O)NC(C(C)C)C(=O)N3CCCC3C(=O)N(C)CC(=O)N(C)C(C(C)C)C(=O)OC2C)c(N)c1=O (configuration not stated)	.	-69
50	O=C(CCc1nc2ccccc2[nH]c1=O)OCc1c(F)cccc1Cl	-7	8
51	Cc1cc(OC(C)c2nc(-c3nonc3N)no2)ccc1Cl (configuration not stated)	.	0
52	Cc1cc(C(=O)Nc2cccc3c2O[C@H](CN(C)CC2CC2)[C@H](C)CN([C@H](C)CO)C3=O)n(C)n1	.	-4
53	COc1ccccc1-c1cc(=O)c2c(O[C@@H]3O[C@H](CO)[C@@H](O)[C@H](O)[C@H]3O)cc(OC)c(OC)c2o1	-2	10
54	C=CC(C)(C)[C@@]12CC(=O)C(=O)N3/C(=C/c4cnc[nH]4)C(=O)N[C@]31N(OC)c1ccccc12	-2	-5&-20
55	C=C(C(=O)O)C1CCC2(C)CCCC(C)(O)C2C1 (configuration not stated)	-5	2
56	CC(C)NC(=O)Nc1cccc2c1O[C@H](CN(C)Cc1ccc(C(F)(F)F)cc1)[C@@H](C)CN([C@@H](C)CO)C2=O	.	-8
57	C[C@H]1CN([C@@H](C)CO)S(=O)(=O)c2ccc(C#Cc3cccc(F)c3)cc2O[C@@H]1CN(C)S(=O)(=O)c1ccccc1F	.	-18
58	Cc1noc(C)c1NC(=O)N(C)C[C@@H]1Oc2ccc(NC(=O)Cc3ccccc3)cc2C(=O)N([C@H](C)CO)C[C@@H]1C	.	6
59	O=C1c2ccccc2C(Nc2ccc(S(=O)(=O)N3CCOCC3)cc2)N1Cc1ccccc1Cl (configuration not stated)	.	2
60	C[C@H]1CN([C@@H](C)CO)C(=O)Cc2cc(NC(=O)Nc3ccccc3)ccc2O[C@H]1CN(C)C(=O)Nc1ccc(F)cc1	4	4
61	O=C(COc1ccc([N+](=O)[O-])cc1)Nc1ccccc1-c1nc2ccccc2s1	0	24
62	COc1ccc(NC(=O)N(C)C[C@H]2Oc3ccc(NC(=O)C4CCCCC4)cc3C(=O)N([C@@H](C)CO)C[C@@H]2C)cc1	0	.
63	COc1ccccc1CN1CC(C(=O)O)CC1=O (configuration not stated)	1	-1
64	C[C@H](CO)N1C[C@H](C)[C@@H](CN(C)Cc2cncnc2)Oc2ncc(C#Cc3ccccn3)cc2C1=O	.	8
65	Cc1cccc(CN(C)C[C@@H]2Oc3ncc(Br)cc3C(=O)N([C@H](C)CO)C[C@@H]2C)c1	0	.
66	C[C@@H]1CN([C@H](C)CO)C(=O)c2cc(NC(=O)Cn3cnnn3)ccc2O[C@H]1CN(C)S(C)(=O)=O	.	14
67	C[C@H]1CN([C@@H](C)CO)C(=O)c2cc(NC(=O)Nc3ccc4c(c3)OCO4)ccc2O[C@H]1CN(C)C(=O)Nc1ccc2c(c1)OCO2	0	-5
68	COC(=O)c1c(NC(=O)c2ccc(N(C)S(=O)(=O)c3ccccc3)cc2)sc2c1CCCC2	2	10
69	COC(=O)c1ccccc1NC(=O)CN(C)S(=O)(=O)c1ccc2ccccc2c1	-2	-1
70	CN1CCN(CC(=O)N2c3ccccc3C(=O)Nc3cccnc32)CC1	0	.
71	N#Cc1c(C(F)(F)F)cc(-c2ccco2)nc1SCc1ccccn1	-2	5
72	C[C@H](CO)N1C[C@H](C)[C@H](CN(C)C(=O)NC2CCCC2)Oc2ncc(C#CC3CCCCC3)cc2C1=O	.	-7
73	CC1CCC(O)C2C=CC(C)(O)C(C)(C(=O)CCO)C12 (configuration not stated)	-7	-13
74	C[C@@H]1CN([C@H](C)CO)C(=O)c2c(c3ccccc3n2C)-c2ccccc2CO[C@@H]1CN(C)S(=O)(=O)c1ccsc1	.	-9
75	C[C@@H]1CN([C@@H](C)CO)C(=O)c2cc(NC(=O)NC3CCCCC3)ccc2O[C@@H]1CN(C)C(=O)Nc1ccccc1	.	-28
76	C[C@@H]1CN([C@@H](C)CO)C(=O)c2cc(NC(=O)CCCN(C)C)ccc2O[C@@H]1CN(C)C	.	-3
77	COC(=O)C1=CO[C@@H](OC2OC(O)C(O)C(O)C2CO)[C@H]2[C@@H]1C=CC21C=C([C@H](C)O)C(=O)O1 (some centres not stated)	-3	16
78	COc1ccc(NC(=O)Nc2cccc3c2O[C@@H](CN(C)C(=O)NC(C)C)[C@@H](C)CN([C@H](C)CO)C3=O)cc1	2	.
79	C[C@H](CO)N1C[C@H](C)[C@H](CN(C)S(=O)(=O)c2ccc(C#N)cc2)Oc2ncc(C#Cc3cccc(F)c3)cc2C1=O	-4	.
80	CC(C)NC(=O)N(C)C[C@H]1OCCCC[C@@H](C)Oc2ccc(NC(=O)Nc3cccc4ccccc34)cc2C(=O)N([C@H](C)CO)C[C@@H]1C	4	-16
81	C[C@@H]1CN([C@@H](C)CO)C(=O)c2cc(NC(=O)Nc3ccccc3)ccc2O[C@@H](C)CCCCO[C@@H]1CN(C)C(=O)Cc1ccccc1	.	1
82	CN(c1cccc(NC(=O)Cc2ccccc2[N+](=O)[O-])c1)S(C)(=O)=O	5	-4
83	C[C@H](CO)N1C[C@H](C)[C@H](CN(C)Cc2ccncc2)Oc2c(NS(=O)(=O)c3ccc(Cl)cc3)cccc2C1=O	.	-4
84	CC1CCC/C=C2\C(=O)C=CC3OC(/C=C/C=C/C=C/C(=O)O)=C(C(=O)O1)C23 (configuration not stated)	-5	.
85	Cc1ccc(NS(=O)(=O)c2cc(C(=O)Nc3ccccc3C(=O)N3CCCC3)ccc2C)c(C)c1	9	-7
86	COc1ccc(S(=O)(=O)N(C)C[C@@H]2Oc3ncc(C#CC(C)(C)O)cc3C(=O)N([C@H](C)CO)C[C@@H]2C)cc1	1	5
87	Cc1ccc(-c2nc3cc(Cl)ccc3o2)cc1NC(=O)COc1ccccc1[N+](=O)[O-]	-2	1

Not all compounds are listed; count on the stated rates, not on these rows.
